NCI-60 one-dose screen, 48 h, at 10 µM unless noted. Numbers give growth in % (100 = growth as untreated, 0 = no growth, -100 = all killed).
K-562: K-562 leukemia; 7.4% of 78,000 active
HOP-62: HOP-62 NSCLC | 3.9% of 80,000 active | AID 1794735
RPMI-8226: RPMI-8226 leukemia cells | AID 1794781 | 7.5% of 77,000 active
MDA-MB-435: MDA-MB-435 melanoma | 7.8% of 82,000 active | AID 1794794
SR: SR leukemia cells. 8.7% of 73,000 active. AID 1794780
CCRF-CEM: CCRF-CEM leukemia. AID 1794778. 7% of 77,000 active
MOLT-4: MOLT-4 leukemia cells. 6.9% of 80,000 active
MDA-MB-468: MDA-MB-468 breast cancer; 8.5% of 78,000 active
* marks the source's active call; other numbers are inactive results; / = not tested or not shown; & = joins results of further samples. Rule for the calls: active = growth percent below 10; inactive = the rest.

Fields – K-562	HOP-62	RPMI-8226	MDA-MB-435	SR	CCRF-CEM	MOLT-4	MDA-MB-468
[1] O=C(NC1CCCCC1)c1ccc2ccccc2c1O
    45	83	60	68	44	72	50	91
[2] O=C1c2cccc3cccc(c23)C(=O)N1C/C=C/c1ccc2c3c(cccc13)C(=O)N(CCN1CCNCC1)C2=O
    100	90	95	99	92	96	96	113
[3] COc1ccc(C(=O)N/N=C/c2cc(OC)ccc2OC)cc1
    103	102	117	100	114	111	107	109
[4] COCCn1cc(-c2nc(-c3cc4cccnc4n3C)cs2)c2cc(OC)ccc21
    9.5*	47	41	90	31	29	48	-28*
[5] CS(=O)(=O)c1ccc(-c2nn(-c3ccc(F)cc3)cc2C=O)cc1
    92	108	111	99	106	97	98	107
[6] O/N=C/c1ccco1
    93	101	93	99	93	94	92	101
[7] COc1cc(CNS(=O)(=O)c2ccc(C)cc2)ccc1OCc1cn(-c2ccc(Cl)c(Cl)c2)nn1
    94	95	96	100	102	100	95	101
[8] COc1cc2c(c(OC)c1OC)CCC(c1cccc(NC(=O)c3ccc([N+](=O)[O-])cc3)c1)O2 (centres undefined)
    46	93	52	70	44	58	47	20
[9] CC(=O)Nc1cc(C)ns1
    110	106	111	108	105	105	103	104
[10] C/C=C/c1nn2c(CCC(=O)c3nc4ccccc4[nH]3)nnc2s1
    /	90	89	91	/	88	72	74
[11] C=C(C)C(=O)Nc1ccc2nn(-c3ccccc3O)nc2c1
    80	102	92	95	68	82	72	108
[12] N#C/C(C(=O)Nc1ccc(S(N)(=O)=O)cc1)=C1\C(=O)Nc2ccc(Cl)cc21
    105	121	121	103	99	121	111	106
[13] CC(=O)C1=C(C)NC(NNc2ccccc2)=NC1c1ccc([N+](=O)[O-])cc1 (centres undefined)
    49	113	92	77	62	90	83	92
[14] COc1ccc2nc3cc(Cl)ccc3c(N3CCN(c4ccnc(Cl)n4)CC3)c2c1
    67	118	103	86	77	87	90	98
[15] CCC(CC)C(=O)OC(C)COc1ccc(C(C)CC)cc1 (centres undefined)
    86	95	/	102	97	85	97	90
[16] COc1ccc2nc(/C=C/c3ccc(N(C)C)cc3)sc2c1
    74	108	104	90	86	83	78	/
[17] CCCNc1nc2ccccc2c2c1S(=O)(=O)c1ccc(Cl)cc1C2=O
    8.5*	9.7*	-10*	12	8.3*	-5.9*	4.0*	3.3*
[18] O=C1NC(C2CC3C=CC2C3)Nc2ccccc21 (centres undefined)
    78	101	101	105	84	104	83	100
[19] COC1CC(OC(=O)c2ccc(C)cc2)C(COC(=O)c2ccc(C)cc2)O1 (centres undefined)
    116	86	101	97	103	89	118	105
[20] CC(=O)NC(Cc1ccc(O)c(CN2CCCCC2)c1)C(=O)O (centres undefined)
    109	110	121	95	106	105	100	107
[21] CCC/C(=C(/C#N)C(=O)OCC)c1ccccc1
    105	101	108	110	94	120	83	105
[22] COc1ccc(-c2nnc(CNc3ccc(Cl)cc3)o2)cc1O
    87	94	81	105	93	88	82	96
[23] CCC1CCCCN1C(=S)N/N=C(\C)c1ccccn1 (centres undefined)
    12	10	/	3.2*	/	/	13	-3.0*
[24] Cc1ccc(S(=O)(=O)OC[C@]23CCC(C)(C)C[C@H]2[C@@H]2NCC[C@@H]4[C@@]5(C)CCCNC(C)(C)[C@@H]5CC[C@@]4(C)[C@]2(C)CC3)cc1
    /	100	80	97	86	93	66	96
[25] O=C(Nc1ccccc1O)c1ccc(CNC(=O)c2sccc2Nc2ccnc(C(F)(F)F)c2)cc1
    25	66	24	39	36	11	12	15
[26] O=C(CO[N+](=O)[O-])Nc1ccc(C(=O)/C=C/c2ccc3c(c2)OCO3)cc1
    59	112	47	63	/	70	100	92
[27] COc1cc(/C=C2\CCC/C(=C\c3cc(CN4CCOCC4)c(O)c(OC)c3)C2=O)cc(CN2CCOCC2)c1O
    15	47	20	27	38	15	11	31
[28] O=[N+]([O-])c1ccc(S(=O)(=O)/N=C2\CCCCO2)cc1
    109	100	/	110	102	/	86	109
[29] NC(=O)c1cc2c(n1Cc1ccccc1)-c1nc(Nc3ccccc3)ncc1CCC2
    82	86	51	79	56	63	59	82
[30] COc1ccc(-c2nc3sc(C)cn3c2/C=C\c2cc(OC)c(OC)c(OC)c2)cc1
    50	103	65	37	74	68	54	32
[31] Cc1ccc(N)nc1
    84&102	90&122	103&102	103&96	98&87	100	94&106	106&104
[32] O=C(Cc1ccccc1)Nc1nc(O)c(/C=C2\C(=O)C=Cc3ccccc32)s1
    100	107	106	101	104	114	101	96
[33] COc1ccc2cc(-c3ccnc4cc(-c5ccccc5)nn34)ccc2c1
    87	112	102	102	92	93	96	113
[34] Cc1nccc2c3ccc(OCc4cn(Cc5ccc(C#N)cc5)nn4)cc3n(CCCc3ccccc3)c12
    50	86	47	94	65	82	49	82
[35] CCOC(=O)c1c(NC(=O)c2ccc(C(C)C)cc2)sc2c(CN(C)C)c(O)ccc12
    -31*	90	-20*	21	-21*	8.8*	-21*	-53*
[36] COC(=O)Nc1cccc(Cl)c1OC
    113	/	99	101	101	/	103	90
[37] COc1cccc(/C=C\C(=O)CCN2CCOCC2)c1OC
    88	109	34	103	78	90	104	96
[38] O=C(Oc1cccc2cccnc12)c1ccc(Cl)cc1
    101	99	106	106	96	101	107	100
[39] Cc1ccc2c(Cn3cc(CSc4nc5ccccc5o4)nn3)cc(=O)oc2c1
    98	105	100	102	100	93	108	113
[40] CC(=O)Oc1ccccc1C(=O)Nc1ccc(C(=O)/C=C/c2ccc(Cl)cc2)cc1
    104	108	103	101	105	/	110	98

Entries shown so far containing a cyano group:
Fields – K-562	HOP-62	RPMI-8226	MDA-MB-435	SR	CCRF-CEM	MOLT-4	MDA-MB-468
[12] N#C/C(C(=O)Nc1ccc(S(N)(=O)=O)cc1)=C1\C(=O)Nc2ccc(Cl)cc21
    105	121	121	103	99	121	111	106
[21] CCC/C(=C(/C#N)C(=O)OCC)c1ccccc1
    105	101	108	110	94	120	83	105
[34] Cc1nccc2c3ccc(OCc4cn(Cc5ccc(C#N)cc5)nn4)cc3n(CCCc3ccccc3)c12
    50	86	47	94	65	82	49	82

Among those listed so far, two have a thiophene ring, fused or not:
Fields – K-562	HOP-62	RPMI-8226	MDA-MB-435	SR	CCRF-CEM	MOLT-4	MDA-MB-468
[25] O=C(Nc1ccccc1O)c1ccc(CNC(=O)c2sccc2Nc2ccnc(C(F)(F)F)c2)cc1
    25	66	24	39	36	11	12	15
[35] CCOC(=O)c1c(NC(=O)c2ccc(C(C)C)cc2)sc2c(CN(C)C)c(O)ccc12
    -31*	90	-20*	21	-21*	8.8*	-21*	-53*

More results:
Fields – K-562	HOP-62	RPMI-8226	MDA-MB-435	SR	CCRF-CEM	MOLT-4	MDA-MB-468
[41] CC(C)C(=O)C(C)c1ccccn1 (centres undefined)
    89	100	98	106	93	91	93	105
[42] CN(C)CCNC(=O)Oc1cccc2ccccc12
    110	92	103	113	98	81	104	80
[43] C/C(=C\Cl)CN(C)S(=O)(=O)c1ccc(Br)cc1
    92	100	101	105	87	99	95	94
[44] N#C/C(=C\c1cc(Cl)cc(Cl)c1O)c1ccc([N+](=O)[O-])cc1
    81	107	63	93	/	/	77	69
[45] CCCCN(CCCC)CC(N)=O
    106	104	97	95	/	92	101	102
[46] Nc1[nH]c(=O)nc2c1cnn2-c1ccc(Cl)cc1
    104	115	105	106	104	86	109	109
[47] COc1ccc(C2N=C(SCC(=O)Nc3ccc(S(N)(=O)=O)cc3)NC(C)=C2C(C)=O)cc1 (centres undefined)
    97	105	103	104	92	98	101	104
[48] O=C(N/N=C/c1ccc(O)c(O)c1)c1sc2ccccc2c1Cl
    96	82	17	89	/	14	44	89
[49] Cc1c[nH]n2c(-c3ccccc3)cc(C)c(C#N)c2n[nH]1
    105	87	104	115	108	114	113	115
[50] CCCCCCCCC(=O)C(=O)c1ccc(O)c(C)c1O
    81	99	69	85	104	80	86	59
[51] CCCCC/C=C\C/C=C\CCCCCCCC(=O)OCC
    106	111	101	108	105	/	116	113
[52] CSCCC(N)C(=O)Nc1ccc(S(=O)(=O)c2ccc(NC(=O)C(N)CCSC)cc2)cc1 (centres undefined)
    102	99	86	110	103	92	98	114
[53] O=C(NC(C[Se][Se]CC(NC(=O)c1ccccc1)C(=O)O)C(=O)O)c1ccccc1 (centres undefined)
    /	103	203	82	174	149	116	/
[54] O=C(Cc1ccccc1)NC/C=N/O
    108	95	99	103	103	95	111	116
[55] O=C1ON=[N+](c2ccc(Cc3ccc([N+]4=NOC(=O)C4CN4CCOCC4)cc3)cc2)C1CN1CCOCC1 (centres undefined)
    26	77	60	4.7*	23	64	68	11
[56] CC(Nc1ncnc2ccc(-c3ccc4oc(N)nc4c3)cc12)c1ccccc1 (centres undefined)
    7.1*	-53*	-18*	13	-54*	2.4*	-40*	-78*
[57] O=C(N/N=C/c1cc2ccccc2n2nnnc12)Nc1cccc(Cl)c1
    92	110	101	102	88	101	84	90
[58] COc1cc(-c2nc(N3CCOCC3)c3c4c(sc3n2)CCCC4)cc(OC)c1OC
    90	99	89	86	97	99	94	92
[59] COc1cc(/C=C/C(C)=O)ccc1O
    98&105	111&94	116	106&101	89&93	78&28	87&96	111&100
[60] COc1ccc(-c2c(-c3ccc4c(c3)OCO4)[nH]c3[nH]c(=O)[nH]c(=O)c23)cc1
    108	114	98	98	88	/	102	83
[61] O=c1oc2ccc(-c3ccc(F)cc3F)cc2c(=O)n1-c1ccc(F)c(Cl)c1
    3.7*	-26*	-31*	-18*	/	-6.0*	-31*	-47*
[62] O=C(N/N=C/c1cc2ccccc2nc1Cl)c1cc(-c2nc3ccccc3[nH]2)nc2ccccc12
    84	98	83	101	84	88	82	98
[63] O=C(O)CN1CCc2c(sc3ncnc(N4CCN(c5ccccc5)CC4)c23)C1
    106	94	105	104	98	102	106	100
[64] COc1ccc(-c2ccc(NNC(=O)c3ccccc3)nn2)cc1OC
    98	97	98	105	100	101	98	99
[65] COC1(c2ccccc2)c2ccccc2C(=O)c2ccccc21
    92	98	105	108	106	96	104	96
[66] N#Cc1ccc(C2C3=C(CCCC3=O)OC3=C2C(=O)c2ccccc2C3=O)cc1 (centres undefined)
    40	111	55	-77*	61	16	-6.6*	-16*
[67] CNc1ccc(N=O)cc1
    /	/	70	99	61	29	78	81
[68] COc1ccc(-c2csc(NC(=O)CSc3nc(-c4ccccc4)c(C)n3Nc3ccccc3)n2)cc1
    50	101	64	75	70	50	54	92
[69] CC(C)(C)n1nnnc1C(NC12CC3CC(CC(C3)C1)C2)c1ccccc1 (centres undefined)
    99	99	109	101	94	103	99	106
[70] Cc1c2c(cn1C)CCc1cnc(=O)[nH]c1-2
    106	99	107	100	115	105	112	121

Just CCRF-CEM, for four of the compounds above:
nr	SMILES	CCRF-CEM
67	CNc1ccc(N=O)cc1	29
68	COc1ccc(-c2csc(NC(=O)CSc3nc(-c4ccccc4)c(C)n3Nc3ccccc3)n2)cc1	50
69	CC(C)(C)n1nnnc1C(NC12CC3CC(CC(C3)C1)C2)c1ccccc1 (centres undefined)	103
70	Cc1c2c(cn1C)CCc1cnc(=O)[nH]c1-2	105

Next part
Fields – K-562	HOP-62	RPMI-8226	MDA-MB-435	SR	CCRF-CEM	MOLT-4	MDA-MB-468
[71] Nc1nc(N)c2c(n1)NC(c1ccc(F)cc1)C1CCc3ccccc3C1=N2 (centres undefined)
    21	74	42	54	9.3*	36	20	5.4*
[72] CSc1nc(SC)nc(SC)n1
    112	106	101	109	100	100	105	98
[73] O=C1N(Cc2ccccc2)C(=O)C2(CC=CC2)C(=O)N1c1ccccc1
    108	101	109	114	104	108	95	108
[74] CC(C)[C@@H](C)/C=C/[C@@H](C)[C@H]1CCC2=C3[C@H](O)[C@@H]4O[C@@]45C[C@@H](O)CC[C@]5(C)[C@H]3CC[C@@]21C
    98	98	95	110	94	90	86	102
[75] COc1ccc(/C=C2\N=C3N(N/C(=N\n4c(-c5ccccc5)cc(C)cc4=S)N3c3ccccc3)C2=O)cc1
    95	100	97	96	80	106	56	111

Outcome played no part in choosing rows; overall some 15% were active at least once.
